# Growth percent in the NCI-60 one-dose screen (48 h, 10 µM unless noted): 100 = growth as untreated, 0 = no growth, -100 = all killed.
# TK-10: TK-10 renal cancer cells. AID 1794769. 3.9% of 81,000 active; active means growth percent below 10
# An asterisk follows results filed as active; & = joins results of further samples; ! = not active in a repeat; [ ] = remark or other dose. An excerpt; count on the stated rates, not on these rows.
# A first look:
O=C(O)CC1N=C(c2ccc(O)cc2)c2cc(Cl)ccc2N(CC2CC2)C1=O (stereo not drawn)
  TK-10 = 104[30 µM]
CCOC(=O)C1C(c2ccccc2)C2(C#N)C(=N)OC1(C)C2(C#N)C#N (stereo not drawn)
  TK-10 = -96*[100 µM]
O=C1NC(=O)C(CCC(=O)c2cccc3ccccc23)C(=O)N1
  TK-10 = 8.1*![100 µM]
CC1CCC2(NC1)OC1CC3C4CCC5CC(OC6OC(CO)C(OC7OC(CO)C(O)C(OC8OCC(O)C(O)C8O)C7OC7OC(CO)C(O)C(O)C7O)C(O)C6O)CCC5(C)C4CCC3(C)C1C2C (stereo not drawn)
  TK-10 = -87*[100 µM]

# The list itself, previewed entries included:
O=C(O)CC1N=C(c2ccc(O)cc2)c2cc(Cl)ccc2N(CC2CC2)C1=O (stereo not drawn)
  TK-10 = 104[30 µM]
CCOC(=O)C1C(c2ccccc2)C2(C#N)C(=N)OC1(C)C2(C#N)C#N (stereo not drawn)
  TK-10 = -96*[100 µM]
O=C1NC(=O)C(CCC(=O)c2cccc3ccccc23)C(=O)N1
  TK-10 = 8.1*![100 µM]
CC1CCC2(NC1)OC1CC3C4CCC5CC(OC6OC(CO)C(OC7OC(CO)C(O)C(OC8OCC(O)C(O)C8O)C7OC7OC(CO)C(O)C(O)C7O)C(O)C6O)CCC5(C)C4CCC3(C)C1C2C (stereo not drawn)
  TK-10 = -87*[100 µM]
O=C(O)CCC1N=C(c2cccc(O)c2)c2ccccc2NC1=O (stereo not drawn)
  TK-10 = 96[30 µM]
NC(=O)CN1C(=O)CN=C(c2cccc(O)c2)c2ccccc21
  TK-10 = 99[30 µM]
CCN1CC2(COC)C(O)CC(OC)C34C5CC6(O)C(OC)C=C(C5C6OC(=O)c5ccc(OC)c(OC)c5)C(C(OC)C23)C14 (stereo not drawn)
  TK-10 = 97&99[7.5 µM]
NC(=O)CN1C(=O)CN=C(c2cccc(O)c2)c2ccc(Cl)cc21
  TK-10 = 83[30 µM]
C/C=C1/CN2CCC34c5ccccc5N(C)C23C2CC1C4(C(=O)OC)C(OC(C)=O)O2 (stereo not drawn)
  TK-10 = 97&76[100 µM]
CCCCN1C(=O)C(CC(=O)O)N=C(c2cccc(O)c2)c2ccccc21 (stereo not drawn)
  TK-10 = 106[30 µM]
C=C1C(=O)OC2CCN3CC=C(COC(=O)C(C)(O)C4(CO4)C1C)C23 (stereo not drawn)
  TK-10 = 94&100[100 µM]

# Assay outcomes as filed in PubChem BioAssay.
